Screening data: PubChem, Sanford-Burnham Center for Chemical Genomics
EphA4 KYL inhibition: inhibitors of EphA4 binding to KYL peptide, primary screen, biochemical, colorimetric, mouse EphA4 (AID 689); EphA4-AP binding to KYL peptide, pNPP A405; higher % means a stronger effect; inhibition, % at 10 µM; hits with a dose series show IC50 in µM; hit rate 0.1% among 62,000; in the data active means a potency from the dose series; inactive means the rest, 99 in 100 with inhibition below about 22%
An asterisk follows results filed as active.

SMILES	EphA4 KYL inhibition
CC(NC(=O)COc1ccc(/C=N/NC(=O)C(=O)Nc2ccccc2Br)cc1)c1ccccc1 (stereo unspecified)	-4.2%
O=C(CSc1nnc(-c2cccnc2)o1)Oc1ccccc1	-0.8%
Cc1ccc(NC(=O)c2ccc(OC(=S)N3CCOCC3)cc2)cc1	-0.9%
CC(C)C(=O)Nc1ccc2oc(-c3cc(I)ccc3Cl)nc2c1	-9.3%
Cc1ccc(Nc2cc(=O)oc3ccccc23)c(C)c1	-4.6%
O=C(Nc1nccs1)c1cc2sccc2n1Cc1ccc(F)cc1	-16.1%
CC(=O)Nc1ccc(N2C(=O)C3C4CC(=O)C(c5ccccc54)C3C2=O)cc1 (stereo unspecified)	-14.6%
O=C1c2ccccc2C(=O)N1CCCCN(C(=O)Nc1ccc([N+](=O)[O-])cc1)c1ccc(Cl)cc1	10.6%
O=C(OCC(=O)N1CCN(c2ccccc2)CC1)c1ccc2ccccc2n1	-4.8%
CCOc1ccccc1N(CC(=O)NC1CCCCC1)S(C)(=O)=O	6.3%
O=C(CCN1CCCCC1)Nn1c(=S)[nH]c2ccccc2c1=O	-1.3%
O=C(c1cccc(F)c1)N1CCN(S(=O)(=O)c2ccccc2)CC1	1.9%
O=C(NCCSc1ccccc1)c1cccnc1	3.9%
Cc1cc2occ(CC(=O)NC3=NCCS3)c2cc1C(C)C	-1.1%
CCC(C(=O)NC(C)(C)C)N(C(=O)Cn1nnc(-c2ccccc2F)n1)c1cccc2c1CCCC2 (stereo unspecified)	-9.2%
COc1ccc(NC(=O)C(=O)NCc2ccco2)cc1Cl	-3.2%
COP(=O)(OC)C(Nc1cccc(C(F)(F)F)c1)c1ccc(Cl)cc1 (stereo unspecified)	6.6%
Cc1cc(NC(=O)CN2CCN(c3ccc(O)cc3)CC2)no1	-10.8%
CCN=C1SC(C(=O)NCCc2ccccc2)CC(=O)N1CC (stereo unspecified)	-21.2%
COc1ccc(Br)cc1/C=C/C(=O)Nc1ccc(Cl)cc1	9.3%
c1ccc(N(c2ccccc2)c2nc(N3CCOCC3)nc(N3CCOCC3)n2)cc1	-4.7%
CC(=O)Nc1ccccc1NC(=O)COc1ccccc1C	7.3%
CCOC(=O)c1c(C)[nH]c(C(=O)COC(=O)CSC)c1C	14.2%
COc1ccccc1C1CC(c2c(-c3ccccc3)c3cc(Br)ccc3[nH]c2=O)=NO1 (stereo unspecified)	-11.7%
CCCn1nnnc1SCC(=O)NNC(=O)C1CCCCC1	3.8%
(continued)
SMILES	EphA4 KYL inhibition
COc1ccc(C(=O)Nc2c3c(nn2-c2cccc(Cl)c2)CS(=O)C3)cc1 (stereo unspecified)	-4.6%
Cc1ccc2[nH]c3c(=O)n(CCC4=CCCCC4)cnc3c2c1	-3.6%
C=CCNC(=O)c1ccc(Cn2c(=S)[nH]c3cc4c(cc3c2=O)OCO4)cc1	-26.7%
COc1cccc(C(C)NC(=O)Nc2cccc(C(F)(F)F)c2)c1 (stereo unspecified)	6.9%
Cc1c(C(=O)N2CCOCC2)sc2nc(-c3ccccc3)cn12	2.9%
COC(=O)c1cccc(CSc2nnc(C)s2)c1	-5.3%
CC(C)c1cc(CN2CCN(CCC#N)CC2)cc(C(C)C)c1O	0.8%
CS(=O)(=O)Nc1ccc(C(=O)N2CCCC2)cc1	-9.2%
CCOC(=O)c1ccc(N2NC(=O)/C(=C/c3cccc(OC)c3O)C2=O)cc1	10.0%
CCOc1ccc(N2CC(C(=O)Nc3ccc(S(=O)(=O)N4CCOCC4)cc3)CC2=O)cc1 (stereo unspecified)	-17.1%
CCOC(=O)c1cccc(N2C(=O)C3C(C(=O)NC4CC4)C4(C)C=CC3(O4)C2C(=O)NC(C)(C)C)c1 (stereo unspecified)	-7.8%
O=C(CCc1ccccc1)NNC(=O)C12CC3CC(CC(C3)C1)C2	-8.5%
O=C(Cn1nc(Cc2cccnc2)c2ccccc2c1=O)N1CCN(c2ccccn2)CC1	-5.1%
COc1ccc(CCNC(=O)CCn2c(SCC#N)nc3ccccc3c2=O)cc1OC	-4.8%
CC1CCCN(c2c([N+](=O)[O-])c(=O)oc3ccccc23)C1 (stereo unspecified)	6.6%
COc1ccc(CNC(=O)C2CC(c3ccc(OC)cc3)=NO2)cc1 (stereo unspecified)	-5.9%
Cc1noc(C(=O)Nc2c(C)nn(Cc3ccccc3)c2C)c1Cl	-46.8%
Cn1c(CNc2ccccc2)nc2ccccc21	0.3%
CCCCn1c(SCC(=O)NC(C)CC)nc2ccc(N3CCOCC3)cc2c1=O (stereo unspecified)	6.4%
CNc1nc(Nc2nc(C)cc(C)n2)nc(OCC(F)(F)F)n1	6.5%
Cc1ccc(Cn2c(CN3CCN(C(=O)c4ccco4)CC3)nc3c2c(=O)n(C)c(=O)n3C)cc1	4.0%
c1ccc2c(c1)CCCN2c1nc2ccccc2n2cnnc12	-1.1%
O=C(NC1CC2CCC(C1)N2C(=O)NCc1ccccc1)NC12CC3CC(CC(C3)C1)C2 (stereo unspecified)	-8.8%
COc1cccc(COc2ccccc2C2Nc3ccc(Br)cc3C(=O)N2NC(=O)c2ccncc2)c1 (stereo unspecified)	-7.8%
COc1cccc(NC(=O)CCCn2c(=S)[nH]c3ccccc3c2=O)c1	-11.9%
Later entries
SMILES	EphA4 KYL inhibition
CC(C)c1ccc(/C=C(\NC(=O)c2ccccc2)C(=O)NCCCN(C)C)cc1	5.7%
CNC(=O)N1CCN(C(=O)NC)CC1	-16.1%
O=C(NC(=S)Nc1ccc(NC(=O)c2ccco2)cc1)c1ccco1	-6.8%
O=C(O)CCc1nc(-c2ccccc2Cl)no1	-7.9%
CC(NC(=O)C1CCC(=O)N1Cc1ccc(F)cc1)c1ccc2c(c1)OCCO2 (stereo unspecified)	-14.8%
CN1CCN(c2nc(N3CCN(CCO)CC3)nc3ccccc23)CC1	-12.6%
COc1ccc(-c2cn3c(C)c(C(=O)Nc4ccncc4)sc3n2)cc1	1.4%
CCC(C)NC(=O)C1CCN(C(=O)c2ccccc2)CC1 (stereo unspecified)	4.6%
Cc1ccc(S(=O)(=O)N2CCC(C(=O)NCc3cccnc3)CC2)cc1	-4.8%
N=c1sc(Cc2cccc(Cl)c2)cn1CC(=O)c1ccc(F)cc1	-4.3%
COc1ncnc(OC)c1NC(=O)c1ccc(F)cc1	2.1%
Cn1c(=O)c2cc(S(=O)(=O)N3CCN(c4cccc(C(F)(F)F)c4)CC3)ccc2n(C)c1=O	-9.0%
COc1ccccc1NC(=O)N(c1c(N)n(Cc2ccccc2)c(=O)[nH]c1=O)C1CCCC1	-3.8%
Cc1csc(NC(=O)c2nc3nccc(C)n3n2)n1	-14.9%
Clc1cccc(CON/C=N/c2ncnc3sccc23)c1	-0.7%
CC1CCCN(C(=O)COC(=O)c2n[nH]c3ccccc23)C1 (stereo unspecified)	-6.0%
COCCCNC(=O)c1ccc(CS(=O)(=O)Cc2cccc(C)c2)o1	-10.1%
NC(=O)c1ccsc1NC(=O)c1ccco1	-7.1%
O=C(/C=C/c1ccc(Cl)cc1)NCCSc1ccccc1	-7.8%
CSc1ccccc1N1C(=O)C=CC1=O	-5.1%
COc1ccccc1N1CCN(CCCC(=O)c2ccc(F)cc2)CC1	5.5%
Nc1c(-c2ccc(Cl)cc2)cnc2ncnn12	-6.7%
Nc1ccc(-n2nnnc2-c2ccco2)cc1	-13.2%
CCC(NC(=O)Nc1cc(OC)c(OC)c(OC)c1)(C(F)(F)F)C(F)(F)F	-9.6%
CCOc1ccc(C(=O)OCCN(C)C)cc1	-5.9%

24 structures from above, ordered by length of the SMILES, largest number first:
SMILES	EphA4 KYL inhibition
Cn1c(=O)c2cc(S(=O)(=O)N3CCN(c4cccc(C(F)(F)F)c4)CC3)ccc2n(C)c1=O	-9.0%
Cc1ccc(Cn2c(CN3CCN(C(=O)c4ccco4)CC3)nc3c2c(=O)n(C)c(=O)n3C)cc1	4.0%
COc1cccc(COc2ccccc2C2Nc3ccc(Br)cc3C(=O)N2NC(=O)c2ccncc2)c1 (stereo unspecified)	-7.8%
COc1ccccc1NC(=O)N(c1c(N)n(Cc2ccccc2)c(=O)[nH]c1=O)C1CCCC1	-3.8%
O=C(NC1CC2CCC(C1)N2C(=O)NCc1ccccc1)NC12CC3CC(CC(C3)C1)C2 (stereo unspecified)	-8.8%
CC(C)c1ccc(/C=C(\NC(=O)c2ccccc2)C(=O)NCCCN(C)C)cc1	5.7%
CC(NC(=O)C1CCC(=O)N1Cc1ccc(F)cc1)c1ccc2c(c1)OCCO2 (stereo unspecified)	-14.8%
CCCCn1c(SCC(=O)NC(C)CC)nc2ccc(N3CCOCC3)cc2c1=O (stereo unspecified)	6.4%
Cc1ccc(S(=O)(=O)N2CCC(C(=O)NCc3cccnc3)CC2)cc1	-4.8%
COc1cccc(NC(=O)CCCn2c(=S)[nH]c3ccccc3c2=O)c1	-11.9%
COCCCNC(=O)c1ccc(CS(=O)(=O)Cc2cccc(C)c2)o1	-10.1%
N=c1sc(Cc2cccc(Cl)c2)cn1CC(=O)c1ccc(F)cc1	-4.3%
Cc1noc(C(=O)Nc2c(C)nn(Cc3ccccc3)c2C)c1Cl	-46.8%
CC1CCCN(C(=O)COC(=O)c2n[nH]c3ccccc23)C1 (stereo unspecified)	-6.0%
c1ccc2c(c1)CCCN2c1nc2ccccc2n2cnnc12	-1.1%
O=C(/C=C/c1ccc(Cl)cc1)NCCSc1ccccc1	-7.8%
Clc1cccc(CON/C=N/c2ncnc3sccc23)c1	-0.7%
Cc1csc(NC(=O)c2nc3nccc(C)n3n2)n1	-14.9%
COc1ncnc(OC)c1NC(=O)c1ccc(F)cc1	2.1%
Nc1c(-c2ccc(Cl)cc2)cnc2ncnn12	-6.7%
O=C(O)CCc1nc(-c2ccccc2Cl)no1	-7.9%
Nc1ccc(-n2nnnc2-c2ccco2)cc1	-13.2%
CCOc1ccc(C(=O)OCCN(C)C)cc1	-5.9%
CNC(=O)N1CCN(C(=O)NC)CC1	-16.1%

Arranged by heavy-atom count (rising): part of the list above
SMILES	EphA4 KYL inhibition
CSc1ccccc1N1C(=O)C=CC1=O	-5.1%
Nc1ccc(-n2nnnc2-c2ccco2)cc1	-13.2%
O=C(NC(=S)Nc1ccc(NC(=O)c2ccco2)cc1)c1ccco1	-6.8%
Cn1c(=O)c2cc(S(=O)(=O)N3CCN(c4cccc(C(F)(F)F)c4)CC3)ccc2n(C)c1=O	-9.0%

(cont.)
SMILES	EphA4 KYL inhibition
O=C(NCc1ccccc1)N[C@@H](Cc1c[nH]c2ccccc12)C(=O)O	5.5%
Cn1c2ccccc2c2c(C(=O)N3CCN(c4ccccc4)CC3)cn(C3CCCC3)c(=O)c21	-1.9%
COc1cc2c(cc1NS(=O)(=O)c1ccccc1)oc1ccccc12	3.5%
O=S(=O)(NCCSCc1ccc(Cl)cc1Cl)c1ccc2c(c1)OCCO2	-11.9%
COC(=O)c1ccc(Sc2ccccc2NS(=O)(=O)c2ccc(C)cc2)nc1	-10.6%
O=C(c1n[nH]c(=O)c2ccccc12)N1CCN(c2ccccc2)CC1	-4.8%
CCOc1ccccc1CNC(=O)C1CCN(c2nc3ccccc3o2)CC1	-10.0%
Cc1ccc(C(=O)/C(=C/c2ccc(-c3cccc([N+](=O)[O-])c3)o2)c2nc3ccccc3o2)cc1	34.2%
CCOCCCNS(=O)(=O)c1ccc2c(c1)CCN2C(C)=O	-9.0%
COc1cc(C(=O)Nc2cccc(-c3nc4cc(C)ccc4o3)c2C)cc(OC)c1OC	-0.9%
CC(=O)NC(n1c(SCc2ccccc2)nc2ccccc21)C(Cl)(Cl)Cl (stereo unspecified)	-5.9%
CCCc1cc2c(-c3ccccc3)cc(=O)oc2cc1OCC(=O)O	0.8%
CC1C(=O)CCC1(C(=O)O)c1ccccc1 (stereo unspecified)	-7.6%
Cc1cccc(C)c1NC(=O)CSc1nnc(-c2ccncc2)n1Cc1ccco1	1.0%
CCCS(=O)(=O)N1CCC(C(=O)N2CCN(Cc3ccccc3)CC2)CC1	-3.7%
Cc1nn(Cc2ccc(C(=O)Nc3nccs3)cc2)c(C)c1Cl	-6.3%
O=C(NNC(=S)NCc1ccco1)c1ccc(Cl)s1	-5.5%
C/C(=N\OC(=O)c1cccc(C)c1)c1sc(-c2ccccc2)nc1C	-3.6%
CCCCc1c(C)nc(N)[nH]c1=O	4.2%
O=C(CSC1=Nc2ccccc2C2=NC(Cc3c[nH]c4ccccc34)C(=O)N12)NC1CCCCC1 (stereo unspecified)	-11.2%
COC(=O)NCC(c1cccnc1)N1CCN(c2ccccc2OC)CC1 (stereo unspecified)	-9.8%
O=C(CN1CCN(Cc2ccc(Cl)cc2)C1=O)NCCCN1CCOCC1	-14.5%
O=C(NC(=S)Nc1ccc(Br)cn1)c1cncc(Br)c1	-23.5%
O=c1c2ccccc2nc2n1CCC2	-2.7%
Cc1cc2c(c(SCC(=O)NCCc3ccccc3)n1)C(=O)OC2	-8.1%
Following part
SMILES	EphA4 KYL inhibition
CNC(=O)CCn1nc(-c2ccccc2)c2ccccc2c1=O	-13.5%
O=C(CCCN1C(=O)c2cccnc2C1=O)N1CC(=O)N(CCc2ccccc2)C(=O)C1	-10.8%
O=C(Nc1ccc2c(c1)OCCO2)c1cccc([N+](=O)[O-])c1	0.5%
O=C(CSc1nnc(COc2cccc3cccnc23)o1)N1CCc2ccccc21	13.9%
COc1ccccc1C(=O)OCCN1CCOCC1	-18.7%
O=C(Nc1cccc(O)c1)/C(=C\c1cccs1)NC(=O)c1ccccc1	-2.6%
CC(=O)Nc1ccc(C(=O)c2ccccc2)cc1	13.4%
COC(=O)CSc1nnc(CNC(=O)c2cccc(C)c2)n1-c1ccccc1OC	-12.5%

These rows are one share of the data; the hit share may differ from the screen's.
